Assay outcomes from PubChem BioAssay.
Insulin prom inh = TRM-6 insulin promoter activity inhibition; TRM-6 cells (human fetal islet line), insulin promoter-eGFP reporter, imaging; reporter expression induced with tamoxifen; inhibition, % at 2 µM; 130,000 tested, 0.9% active;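 active means inhibition above the mean plus 3 SD, with well images judged a real hit on visual review, cut at about 60% in these data, passing the limit was not always enough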
sdo1 growth = compounds rescuing growth of sdo1-depleted yeast, bone marrow failure model. S. cerevisiae sdo1-depleted JHY4D growth rescue, OD600 30 h; hits give high values; pdr5 snq2 efflux-pump mutant strain. z-score at 10 µM. 140,000 tested, 0.21% active;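 active means z-score above 3 at both the 24 hr and the 30 hr optical density reads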;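 further: z-score against mean and SD of all compound wells on the same plate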
sdo1 growth Rescue 24 h = further read-out of sdo1 growth, marked with its call; z-score; S. cerevisiae sdo1-depleted JHY4D growth rescue, OD600; measured here: growth rescue at 24 h;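 0 is the plate mean of compound wells and units are plate SD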
An asterisk follows results filed as active; . = not tested or not shown.

SMILES	Insulin prom inh	sdo1 growth	sdo1 growth Rescue 24 h
COc1ccc(CNC(=O)COC(=O)c2n[nH]c3ccccc23)cc1OC	47.6	0.07	0.32
CCOC(=O)c1c(C)[nH]c(N=Nc2ccccc2)c1C	10.7	-0.9	-0.51
CCn1c(=O)cc(OCC(=O)Nc2nc(C)cs2)c2ccccc21	.	0.47	0.2
CCN(CC)c1ccc(N=Cc2cc(Br)ccc2O)cc1	-100.0	.	.
O=C(CN1C(=O)NC2(CCCC2)C1=O)Nc1ccc(F)cc1	-42.4	1.24	0.6
C=CCn1c(SCc2c(Cl)cccc2Cl)nnc1-c1cccnc1	-27.6	-0.88	-0.89
COc1ccc(OC)c(/C=C/C(=O)N2CCCc3ccccc32)c1	-73.0	.	.
COCCNC(=O)Nc1ccc2nc(C)sc2c1	56.2	0.79	-0.61
COC(=O)c1ccc2ccn(CC(=O)NC(C)C)c2c1	.	-0.03	-0.25
CN(C)c1nc(N(C)C)nc(N(C)C)n1	13.6	-0.22	-0.91

4 entries out of the list above, sorted by the value under sdo1 growth Rescue 24 h, highest first.
SMILES	Insulin prom inh	sdo1 growth	sdo1 growth Rescue 24 h
CCn1c(=O)cc(OCC(=O)Nc2nc(C)cs2)c2ccccc21	.	0.47	0.2
COC(=O)c1ccc2ccn(CC(=O)NC(C)C)c2c1	.	-0.03	-0.25
CCOC(=O)c1c(C)[nH]c(N=Nc2ccccc2)c1C	10.7	-0.9	-0.51
COCCNC(=O)Nc1ccc2nc(C)sc2c1	56.2	0.79	-0.61

Next structures.
SMILES	Insulin prom inh	sdo1 growth	sdo1 growth Rescue 24 h
CC/C(=N\OC(=O)c1ccc(OC(C)C)cc1)c1ccc(C)cc1	2.7	-2.12	-1.77
O=C(Cn1c(=O)n(-c2ccc(F)cc2)c(=O)c2sccc21)c1ccccc1	6.7	-0.45	0.02
Cc1ccc(NC(=O)OCCNC(=O)c2ccncc2)cc1	18.9	.	.
CCOc1cc(C(=O)OCC(=O)Nc2ccc(Cl)cn2)ccc1OCC(=O)N1CCOCC1	26.7	2.02	2.24
Cc1ccccc1-c1nc(CN2CCC(C(=O)NCCCN3CC(C)CC(C)C3)CC2)c(C)o1 (stereo not given)	.	0.52	-0.01
O=C(CN1C(=O)NC(Cc2ccccc2)(Cc2ccccc2)C1=O)NCC1CCCCC1	-35.1	0.67	0.49
COc1ccc(C2(CNC(=O)c3cc([N+](=O)[O-])cc([N+](=O)[O-])c3)CCCC2)cc1OC	0.0	-0.72	0.18
CN1C(=O)N2CN(C3CCCCC3)CN3C(=O)N(C)C1C23 (stereo not given)	5.4	1.36	1.57
Nc1ncnc2c1C1(CCCCC1)Cc1ccccc1-2	6.7	-0.93	-0.86
COc1ccc(NC(=S)N2CCN(C/C=C/c3ccccc3)CC2)c(OC)c1	0.0	.	.
COc1ccc(N(CC(=O)NCc2cccs2)S(=O)(=O)c2c(C)nn(C)c2C)cc1	.	0.18	0.37
COc1cccc(C(=O)Nc2nc3ccc(S(C)(=O)=O)cc3s2)c1	-18.5	.	.
O=C(O)CCC(=O)N1CCc2cc(S(=O)(=O)NCc3cccs3)ccc21	0.0	2.04	2.78
CCC1(C)NC(=O)N(/N=C/c2cc(OC)c(O)c(OC)c2)C1=O (stereo not given)	20.0	.	.
COc1ccc(C)cc1NC(=O)C(Sc1nnc(Nc2ccccc2F)s1)c1ccccc1 (stereo not given)	-6.2	-0.79	-0.36
Cc1cc(C)cc(NC(=S)NCCc2ccc(S(N)(=O)=O)cc2)c1	.	2.01	2.1
Cc1ccc(C2CC(c3ccc(F)cc3)Nc3nc(N)nn32)cc1 (stereo not given)	.	0.4	-0.4
CCCC(=O)NC(=S)Nc1c(C)cc(Br)cc1C	11.6	.	.
c1ccc2c(-c3nn4nnnc4c4ccccc34)cccc2c1	-9.6	-0.52	-0.42
CCCCCn1c(=O)c(Cc2ccccc2)c(O)c2ccccc21	62.8	-1.04	0.13
COCc1cc(C)nc(OCC(=O)N/N=C/c2ccc(-c3cc([N+](=O)[O-])ccc3C)o2)c1C#N	8.3	-0.16	-0.65
O=C(Nc1ccc(Cl)c(Cl)c1)c1ccc(Cn2cc(Cl)cn2)cc1	.	-2.01	-1.82
CC(C)Oc1cccc(C(=O)Nc2ccc(NC(=O)c3ccco3)cc2)c1	.	-0.66	-0.96
N/C(=N\OC(=O)COc1ccc(Cl)cc1Br)c1cccnc1	14.3	.	.
O=c1oc2ccc(Br)cc2cc1-c1nc2ccccc2o1	.	-0.94	-0.52
C/C(=N\N1CCN(c2ccc(Cl)cc2)CC1)c1cccs1	-9.4	12.9	1.72
COc1ccc(NC(=O)c2cc(-c3ccccc3)oc2C)cc1	2.7	0.26	0.2
COC(=O)/C=C1/S/C(=N/N=C/c2ccc(N(C)C)cc2)NC1=O	.	0.71	0.77
Cc1ccc(Nc2c(-c3ccccn3)nc3cc(C)ccn23)cc1	13.3	.	.
CCN1CCN(CC(=O)Nc2cc(F)ccc2C)CC1	-2.7	0.17	-0.07
CCCCNC(=O)NS(=O)(=O)c1ccc(C(=O)OC(C)C)o1	.	1.37	0.34
O=C(COc1ccc2ccccc2c1)NCCNC(=O)COc1ccc2ccccc2c1	-13.9	-0.64	0.54
CCOC(=O)/C(C#N)=C/c1cc(C)n(-c2ccccc2)c1C	26.7	-1.02	-0.48
Cc1ccc(Cn2ccc(NC(=O)c3cc(-c4ccc(Br)cc4)on3)n2)cc1	-22.2	0.72	-0.28
COCCCNC(=S)NC(=O)c1ccc([N+](=O)[O-])cc1	30.0	0.38	-0.29
CCOC(=O)c1[nH]cnc1C(=O)Nc1ccc(F)cc1	6.7	.	.
C/C(=N/Nc1nc(-c2ccccc2)cc(-c2ccc(F)cc2)n1)c1cccc(N)c1	.	-0.27	-0.29
Cc1ccc(CNC(=O)COC(=O)c2ccc(S(=O)(=O)N3CCCC3)cc2)cc1	-29.7	1.55	1.83
O=C(C#Cc1ccccc1)c1cccc([N+](=O)[O-])c1	20.0	-2.89	-1.9
O=C(N/N=C/c1ccc(N2CCOCC2)cc1)c1ccc(NS(=O)(=O)c2cccs2)cc1	66.7	.	.

Of the compounds above, six contain two or more sulfur atoms:
SMILES	Insulin prom inh	sdo1 growth	sdo1 growth Rescue 24 h
COc1ccc(N(CC(=O)NCc2cccs2)S(=O)(=O)c2c(C)nn(C)c2C)cc1	.	0.18	0.37
COc1cccc(C(=O)Nc2nc3ccc(S(C)(=O)=O)cc3s2)c1	-18.5	.	.
O=C(O)CCC(=O)N1CCc2cc(S(=O)(=O)NCc3cccs3)ccc21	0.0	2.04	2.78
COc1ccc(C)cc1NC(=O)C(Sc1nnc(Nc2ccccc2F)s1)c1ccccc1 (stereo not given)	-6.2	-0.79	-0.36
Cc1cc(C)cc(NC(=S)NCCc2ccc(S(N)(=O)=O)cc2)c1	.	2.01	2.1
O=C(N/N=C/c1ccc(N2CCOCC2)cc1)c1ccc(NS(=O)(=O)c2cccs2)cc1	66.7	.	.

Later entries
SMILES	Insulin prom inh	sdo1 growth	sdo1 growth Rescue 24 h
Cc1nn(C)cc1C(C(=O)NC1CCCCC1)N(C(=O)Cc1cccs1)c1ccc(C(C)C)cc1 (stereo not given)	-200.0	-0.01	-0.19
CS(=O)(=O)N(CC(=O)NC1CCCC1)Cc1ccc(Cl)cc1	3.3	0.63	0.41
CCCn1c2c(c(O)c(C(=O)Nc3ccc(OCC)cc3)c1=O)CCCC2	-60.0	-0.63	-0.04
CCn1c(SCC(=O)N2CCC(C)CC2)nnc1-c1ccc(S(=O)(=O)N2CCN(C)CC2)cc1	-21.4	-0.94	-0.93
COc1ccc(NC(=S)Nn2cnnc2)cc1OC	5.3	.	.
O=C(NC1CCCCCC1)c1c(O)c2ccccc2[nH]c1=O	.	0.44	1.67
COc1cccc2cc(C(C)N(CCCN3CCOCC3)C(=S)Nc3cccc(C)c3C)oc12 (stereo not given)	-35.3	.	.
O=C1NCCCC2c3c(cc(Br)c(O)c3Br)OC12N1CCOCC1 (stereo not given)	-117.7	0.41	-0.69
CCCc1cc(=O)[nH]c(SCc2cc(C(=O)OC)c(C)o2)n1	21.2	-0.35	-0.43
CCSC(SCC)[C@H](O)[C@@H](O)[C@H](O)[C@H](O)CO	-4.8	1.01	1.22
COC(=O)C1=C(C)NC(=O)/C1=C\c1cc(C)n(-c2ccccc2F)c1C	29.4	.	.
Cc1ccc(C)c(C(=O)CC2(O)C(=O)Nc3ccccc32)c1 (stereo not given)	46.0	0.06	-0.26
C=C(C)CC1(NC(C)c2ccccc2)CCCCC1 (stereo not given)	-6.7	0.35	0.14
O=C(CN1C(=O)c2ccccc2C1=O)Nc1ccccc1C(=O)NC1CCCCC1	.	0.6	0.91
Cc1ccc2c(c1)C1C=CCC1C(C(=O)O)N2 (stereo not given)	-164.3	-1.28	-0.75
Cn1nc(-c2ccc(Cl)cc2)c2cc(C(=O)NCCCN3CCCC3)sc21	.	-0.41	-1.22
Nc1nc2n(n1)C(c1ccco1)CC(c1ccc(Cl)c(Cl)c1)N2 (stereo not given)	.	2.23	1.49
O=C(Cc1ccc(Cl)cc1)Nc1ccccc1N1CCOCC1	38.9	-0.71	-1.09
Clc1ccccc1Cn1nnc2c(NCCN3CCOCC3)ncnc21	.	0.35	0.52
Cc1ccc2c(c1)NC(=O)C(CC(=O)NCCCN1CCc3ccccc3C1)O2 (stereo not given)	.	0.33	-0.04
Brc1ccc(Oc2nsnc2N2CCOCC2)cc1	-57.1	-0.08	0.01
CC1CCCC(C)N1/N=C/c1ccc(N(C)C)cc1 (stereo not given)	-66.7	.	.
CCN(CC)S(=O)(=O)c1ccc(O)c(C(=O)OCC(=O)N(C)Cc2ccccc2)c1	0.0	-0.11	-0.43
NC1=C(c2ccc(F)cc2)C(=O)CS1	.	0.81	0.62
COc1ccc(S(=O)(=O)N2CCCN(CC(=O)Nc3ccc4c(c3)OCO4)CC2)cc1	12.1	-0.03	0.18
COc1ccc(S(=O)(=O)N2CCN(C3Cc4ccccc4C3)CC2)cc1	0.0	0.07	0.24
CC1CCC2(CC1)NC(=O)N(NC(=O)CCl)C2=O (stereo not given)	42.9	.	.
Oc1ccc2ccccc2c1/C=N/c1nccs1	20.7	0.15	-0.08
O=C(Nc1ncc(Cc2ccccc2Cl)s1)C1CCCO1 (stereo not given)	44.0	-0.6	-1.05
COc1ccccc1N1CCN(C(=O)CSc2ccccc2)CC1	-38.9	0.98	0.3
CCNc1nc2c(c(=O)[nH]c(=O)n2C)n1Cc1ccc(F)cc1	.	1.52	1.39
CCc1ccc(N2CC(C(=O)OCC(=O)NC3CCS(=O)(=O)C3)CC2=O)cc1 (stereo not given)	61.5	-0.05	-0.42
CCC(CC)C(=O)OCC(=O)Nc1cccc(S(=O)(=O)N(C)c2ccccc2)c1	46.7	.	.
Cc1cccc(NC(=S)NC2CC3CCCC(C2)N3Cc2cccs2)c1 (stereo not given)	.	-0.67	-0.47
CCn1c(SCC(=O)c2[nH]c(C)c(C(C)=O)c2C)nnc1-c1cccs1	.	-0.11	-0.67
CCOC(=O)N1CCN(C(=O)CSc2nnc(-c3ccccc3OC)o2)CC1	-4.2	0.59	0.43
COc1ccc(CC(=S)N2CCOCC2)cc1	20.4	0.24	-0.37
O=c1onc(-c2cccs2)n1Cc1ccccc1	-30.6	-0.94	-0.82
CCn1nc(C(=O)O)c(=O)c2cc3c(cc21)OCO3	-9.1	0.14	-0.55
Cc1sc2nc(-c3ccncc3)[nH]c(=O)c2c1-c1ccccc1	-35.7	-1.25	-0.66
O=C(NCCCN1CCOCC1)c1ccc(Br)cc1	-57.1	2.03	1.7
N#C/C(=C(/O)CN1CCCCC1)c1nc(-c2ccc(Cl)cc2)cs1	21.4	-0.42	-0.4
O=[N+]([O-])c1c(NCCCO)cc(Sc2ccc(Cl)cc2)c2nonc12	23.3	-0.62	-0.57
CC(=O)N1CC2([N+](=O)[O-])CN(C(C)=O)CC([N+](=O)[O-])(C1)C2(C)C	27.8	.	.
Cc1ccc(-n2c(O)c(C=NCc3ccccn3)c3ccccc3c2=O)cc1C	-24.1	-0.79	-0.74
COCCOC(=O)C1=C(C)N(c2ccccc2)C(=O)NC1c1cccc([N+](=O)[O-])c1 (stereo not given)	.	-0.57	-1.55
O=C(NCCc1ccccc1)c1ccc(NC2=NC3CS(=O)(=O)CC3S2)cc1 (stereo not given)	.	-0.44	-0.69
Cc1nc2c(C#N)c(-c3ccc(Cl)cc3)ccn2n1	-11.1	.	.
NC(=O)CSc1nnc(NC(=O)c2cccc(S(=O)(=O)N3CCCCC3)c2)s1	53.3	.	.
O=[N+]([O-])c1cc(O)c2ncccc2c1	-33.3	.	.
Remaining list, next part.
SMILES	Insulin prom inh	sdo1 growth	sdo1 growth Rescue 24 h
CCC(=O)N1CCNC(=O)C1CC(=O)Nc1ccc(C)c(Cl)c1 (stereo not given)	-66.7	-0.36	-1.1
CC1CCC(NC(=O)c2ccc(N3CCCC3=O)cc2)CC1 (stereo not given)	.	0.02	-0.21
O=C(NCCC(c1ccccc1)c1ccco1)c1cccs1 (stereo not given)	-92.9	.	.
O=C(Nc1nnc(SCc2ccc(Cl)cc2)s1)c1cnccn1	-60.0	-0.37	-0.1
CCCCOC(=O)/C(=C\c1ccc([N+](=O)[O-])o1)NC(=O)c1ccccc1	7.0	-0.71	1.48
COc1ccc(F)cc1C(=O)C1CCCN(Cc2c[nH]c3ccccc23)C1 (stereo not given)	13.0	.	.
O=S(=O)(NCC(c1ccco1)N1CCN(c2ccc(F)cc2)CC1)c1ccc2c(c1)OCCO2 (stereo not given)	.	-0.29	-0.34
